# High-throughput results deposited in PubChem by National Center for Advancing Translational Sciences (NCATS).
# TDP1 cell noCPT: qHTS for Inhibitors of human tyrosyl-DNA phosphodiesterase 1 (TDP1): qHTS in cells in absence of CPT | Potency, µM (doses to about 46.2 µM), without a hit: at the highest dose activity change, negative = growth inhibition, actives largely listed as inhibitors | AID 686978, 2013 | actives 15% (n = 420,000) | DT40 Tdp1-/- hTDP1 cells, no CPT, ATP luminescence, 48 h; also: nearly all actives have a fitted effect of over 55% in size
#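 DT40 Tdp1-/-;hTDP1 cells, no CPT (DMSO vehicle only), 400 cells/well; compounds pin-transferred; ≥48 hr, 37 °C; CellTiter-Glo 30 min RT dark, luminescence read.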
# TDP1 cell CPT: growth inhibition of DT40 Tdp1-/-;hTDP1 cells with camptothecin (screen for TDP1 inhibitors); chicken DT40 Tdp1-/-;hTDP1 cells + 20 nM CPT, ATP luminescence, 48 h; actives 12% (n = 420,000); Potency, µM (highest dose often 46.2 µM), without a hit: top-dose activity change, negative = growth inhibition, most hits filed as inhibitors; also: nearly all actives have a fitted effect of over 55% in size
#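 Chicken DT40 Tdp1-/- cells complemented with human TDP1, 400 cells/well, exposed to compounds plus 20 nM camptothecin for at least 48 h at 37 C; viability read as ATP content by CellTiter-Glo luminescence.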
# TDP1 block: blocks human tyrosyl-DNA phosphodiesterase 1. Q9NUW8. recombinant TDP1, AlphaScreen DNA substrate cleavage. Potency, µM (doses to about 130 µM), for the others: top-dose activity change, negative = inhibition, actives largely listed as inhibitors. actives 0.28% (n = 350,000). AID 485290; also: nearly all actives have a fitted effect of over 40% in size
# Target sequence (Q9NUW8 whole entry, looked up): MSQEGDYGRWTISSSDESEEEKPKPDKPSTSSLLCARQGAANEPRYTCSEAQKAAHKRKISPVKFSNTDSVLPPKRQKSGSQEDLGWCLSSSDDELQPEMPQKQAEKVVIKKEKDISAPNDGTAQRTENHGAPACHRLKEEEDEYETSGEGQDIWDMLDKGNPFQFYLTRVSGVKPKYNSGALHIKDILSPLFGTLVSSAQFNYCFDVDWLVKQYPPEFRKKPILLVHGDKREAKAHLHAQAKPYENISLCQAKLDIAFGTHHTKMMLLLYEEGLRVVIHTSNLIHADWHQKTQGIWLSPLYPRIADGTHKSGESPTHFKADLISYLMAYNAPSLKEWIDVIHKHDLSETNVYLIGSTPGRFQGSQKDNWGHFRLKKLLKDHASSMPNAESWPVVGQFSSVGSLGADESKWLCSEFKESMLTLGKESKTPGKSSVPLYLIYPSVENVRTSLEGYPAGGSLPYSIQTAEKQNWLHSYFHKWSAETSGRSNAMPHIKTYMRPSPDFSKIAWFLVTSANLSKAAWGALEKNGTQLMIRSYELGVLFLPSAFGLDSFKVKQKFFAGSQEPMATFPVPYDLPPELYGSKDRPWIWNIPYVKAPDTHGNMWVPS
#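 E. coli-derived human Tdp1, 1 nM final. Cpd preinc 15 min RT; substrate 15 nM final, 5 min RT; AS bead mix 10 ug/ml final, 10 min RT. Signal loss = tyrosine-FITC cleavage. No-enzyme wells = max signal.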
# The depositor's hits bear a star; ? = inconclusive; . = not tested or not shown; [ ] = dose if it differs, or a comment. Calls follow the shape of the dose curve; as a rule, active = well fitted curve in the direction sought with a large enough effect; inconclusive = small, poorly fitted or top-dose-only effect, or another doubt; inactive = no such curve, though single readings can be large; an effect the other way counts as inactive or inconclusive. % is scaled to controls: 0 for no effect and ±100 for the full control effect; potency is read from the fitted curve at half-maximal effect.
SMILES,TDP1 cell noCPT,TDP1 cell CPT,TDP1 block
COc1cccc(S(=O)(=O)Nc2ccc3c(c2)[C@H]2C[C@H](CC(=O)N[C@@H](C)c4ccccc4)O[C@H](CO)[C@H]2O3)c1,15µM*,?,.
CC1(C(=O)NS(=O)(=O)Cc2ccccc2)CCN1C(=O)Cc1cc(F)ccc1F (centres undefined),8%,-12%,.
NC(=NC1CCCCC1)c1ccc(Cl)cc1,-6%,-5%,5%
O=C(COC(=O)c1ccccc1-n1cnnn1)c1ccc(F)cc1,-1%,-4%,2%
COc1ccc(NC(=O)c2ccccc2OCC(=O)Nc2ccc(Br)cc2)cc1,?,?,.
Cc1ccc(N(C)C(=O)N2CCN(S(=O)(=O)c3c(C)cc(C)cc3C)CC2)cc1,11%,-22%,4%
O=C(O)C1CCCCC1C(=O)NCc1ccccc1 (centres undefined),2%,-20%,0%
CN1C(=O)/C(=C/c2cc(C(C)(C)C)c(O)c(C(C)(C)C)c2)NC1=S,-1%,-18%,5%
COc1ccccc1/C=N/NC(=O)c1cccc(NC(=O)c2ccccc2C)c1,-7%,-4%,10%
Cc1cccc2sc(N(CCN(C)C)C(=O)c3ccc4ccccc4c3)nc12,?,?,11%
COc1ccc(CCN2C(=O)C(Oc3ccccc3)C2c2ccc3c(c2)OCO3)cc1 (centres undefined),?,?,1%
Cc1cc(C(=O)Cn2nc(C(=O)O)c3ccccc3c2=O)c(C)n1-c1cccc(C(F)(F)F)c1,-13%,-15%,.
Cc1cc2nc(C(F)(F)F)cc(-c3cccs3)n2n1,9%,-2%,-3%
Cc1ccc(Cl)cc1NC(=O)CCCN1C(=O)c2cccnc2C1=O,-3%,9%,-3%
Cc1ccc(NC(=O)c2ncn(CCCNCCCN3CCCC3=O)n2)cc1C,-2%,?,.
O=C(CN1C(=O)C2C3C=CC(C4CC34)C2C1=O)Nc1cccc2ncccc12 (centres undefined),-27%,21µM*,-2%
Cc1cc(-c2ccccc2)nc2cc(C(=O)N(Cc3ccccc3)Cc3ccccc3)nn12,?,?,.
CCN(CC)c1ccc(S(=O)(=O)N2CCOCC2)cc1NC(=O)C1CC1,-13%,-3%,-1%[56.1 µM]
COc1ccc(OC)c(CC(=O)NC(c2ccccc2)c2ccccc2)c1,-27%,-12%,10%[0.0935 µM]
CCC(CC)NC(=O)CSc1ccc(S(=O)(=O)N2CCOCC2)cn1,9%,-8%,1%
Cc1ccc(S(=O)(=O)N2CCN(C(=O)C3CCN(C(=O)c4ccc(F)cc4)CC3)CC2)c(C)c1,10µM*,?,2%
COc1ccc(-c2nc3ccc(C)cn3c2Cc2cccc(Cl)c2)cc1OC,18µM*,?,.
Cc1ccc(-n2nc(C(=O)O)c(C)c(C#N)c2=O)cc1Cl,-3%,-9%,4%
Cc1cccn2c(=O)c3cc(C(=O)NC4CCCC4)c(=N)n(CCCN4CCOCC4)c3nc12,?,?,-7%
Cc1cc(C(F)(F)F)nn1CCCNC(=O)c1cnccn1,1%,-7%,-2%

# Next section:
SMILES,TDP1 cell noCPT,TDP1 cell CPT,TDP1 block
Cc1ccc(Cc2c(C)[nH]c(=S)[nH]c2=O)cc1,-16%,-9%,.
CCC(NC(=O)NCc1ccc2c(c1)OCO2)(C(F)(F)F)C(F)(F)F,6%,-10%,2%
COC(=O)C(C)N1C(=O)S/C(=C/c2cc(C)n(-c3ccccn3)c2C)C1=O (centres undefined),16µM*,?,4%
CCOc1ccc(N2C(=O)CC(NC3CCN(C(=O)c4cccc(Cl)c4)CC3)C2=O)cc1 (centres undefined),0%,9%,4%
CC1CCN(C(=O)COC(=O)/C=C/c2ccco2)CC1,?,13%,20µM*
Cc1c(Cl)cccc1NC(=O)C1CCCN(S(C)(=O)=O)C1 (centres undefined),2%,6%,.
Cc1csc(NC(=O)COCC(=O)O)c1-c1nc2ccccc2s1,-27%,-6%,5%
CC(=O)c1ccc(S(=O)(=O)N2Cc3ccccc3CC2C(=O)O)cc1 (centres undefined),4%,4%,.
CCC(=O)N1CCc2cc(S(=O)(=O)CCC(=O)Nc3ccc(C)cn3)ccc21,14%,-17%,3%
CN(C)CCCN(C(=O)COc1ccccc1)c1nc2cc3c(cc2s1)OCO3,-29%,9%,7%
Cc1ccc(CNc2ncnc3[nH]ncc23)cc1,?,?,.
Cc1cccc(C)c1NC(=O)C(=O)NCC(c1ccc2c(c1)OCO2)N1CCOCC1 (centres undefined),-4%,5%,-2%
Cc1cccc(NC(=O)C(Cc2ccccc2)n2cccc2)c1 (centres undefined),?,?,8%
CCn1c(SCC(=O)Nc2ccc3c(c2)OCO3)nc2ccccc21,-26%,-12%,5%
COc1ccc(NC(=O)N(C)[C@H]2C[C@H]3c4[nH]c5ccc(-c6ccc(OC)cc6)cc5c4CCN3C(=O)[C@H]2[C@H](C)O)cc1,13µM*,18µM*,.
COCCCN1C(=O)C(=O)/C(=C(/O)c2ccc(S(=O)(=O)N3CCCCC3)cc2)C1c1ccc(O)cc1 (centres undefined),22%,-1%,17%
Cc1cc(F)ccc1NC(=O)CN1C(=O)CCc2cc(S(=O)(=O)N3CCOCC3)ccc21,3%,7%,4%
CC1(C)CC2CC(C)(CN2C(=O)COC(=O)Cn2[nH]c(=O)c3ccccc3c2=O)C1 (centres undefined),-11%,-15%,1%
COc1ccc(N2CCN(C(=O)C3CC(O)CN3S(=O)(=O)c3ccc([N+](=O)[O-])cc3)CC2)cc1 (centres undefined),?,-9%,2%
COc1cc(/C=C/C(=O)OCC(=O)N2CCCCCC2)ccc1OCC#N,-15%,2%,-5%
C=CCN(Cc1ccc(Cl)s1)C(=O)CNC(=O)CNC(=O)c1ccc(Cl)cc1Cl,-29%,-27%,2%
O=C(O)CN1C(=O)/C(=C\c2cc([N+](=O)[O-])ccc2OCc2ccccc2Cl)SC1=S,0%,-13%,-7%
Cc1ccc(CN2CCN(/N=C/c3ccc(C(=O)O)cc3)CC2)c(C)c1,-16%,-18%,-5%
COc1ccc(OC)c(NC(=O)CCn2cccn2)c1,-18%,0%,5%
CCOc1cccc(C2C(C(=O)c3cccs3)=C(O)C(=O)N2Cc2cccnc2)c1 (centres undefined),10%,-8%,-3%

# Sorted by molecular weight (lowest first): part of the list above.
SMILES,TDP1 cell noCPT,TDP1 cell CPT,TDP1 block
Cc1ccc(Cc2c(C)[nH]c(=S)[nH]c2=O)cc1,-16%,-9%,.
CCC(NC(=O)NCc1ccc2c(c1)OCO2)(C(F)(F)F)C(F)(F)F,6%,-10%,2%
COC(=O)C(C)N1C(=O)S/C(=C/c2cc(C)n(-c3ccccn3)c2C)C1=O (centres undefined),16µM*,?,4%
Cc1cccc(C)c1NC(=O)C(=O)NCC(c1ccc2c(c1)OCO2)N1CCOCC1 (centres undefined),-4%,5%,-2%
CCOc1ccc(N2C(=O)CC(NC3CCN(C(=O)c4cccc(Cl)c4)CC3)C2=O)cc1 (centres undefined),0%,9%,4%
Cc1cc(F)ccc1NC(=O)CN1C(=O)CCc2cc(S(=O)(=O)N3CCOCC3)ccc21,3%,7%,4%
O=C(O)CN1C(=O)/C(=C\c2cc([N+](=O)[O-])ccc2OCc2ccccc2Cl)SC1=S,0%,-13%,-7%

# (list continues)
SMILES,TDP1 cell noCPT,TDP1 cell CPT,TDP1 block
COc1nc(-c2ccccc2)ccc1-c1noc(-c2cccs2)n1,-16%,1%,.
Cc1c(C(=O)NCc2ccc3c(c2)OCCO3)sc(=O)n1Cc1ccc(C(=O)N(C)C)cc1,?,?,.
CC(=O)N1CCn2c3c(c4cc(C)ccc42)CCCC31 (centres undefined),-24%,-6%,8%
CCOC(=O)N1CC(C)N(C(=S)Nc2ccccc2)CC1C (centres undefined),-21%,0%,.
CN(Cc1nnc(SCC(=O)NCCc2ccccc2)n1C)S(=O)(=O)c1ccccc1,?,?,4%
N#Cc1cc2cc3c(cc2nc1N1CCCCC1)OCCO3,?,?,4%
Cc1ccnc(NC(=O)c2ccc(OCC3CCCO3)cc2)c1 (centres undefined),?,?,.
CSCC[C@H](NC(=O)c1ccc(OCC2CCCO2)cc1)c1nc2ccccc2[nH]1 (some centres undefined),-19%,-12%,3%
O=C1NC(=S)N/C1=C\c1ccc(Oc2ccc(C(F)(F)F)cc2[N+](=O)[O-])c(Cl)c1,0%,2%,.
Brc1cccc[n+]1CCCCCC[n+]1ccccc1Br,18µM*,?,.
Clc1ccc(Cc2noc(CN3CCN(c4ccccc4)CC3)n2)c(Cl)c1,-26%,?,7%
CC(C)(C)OC(=O)N(Cc1ccccc1)Cc1ccccc1OCc1ccc(NC(=O)C2CCC2)cc1,?,18µM*,.
CC(C)c1ccc(S(=O)(=O)N2CCN(C(C)C(=O)NC3CCCC3)CC2)cc1 (centres undefined),?,?,0%[56.1 µM]
C#CCOC(=O)Nc1ccc(=O)n(Cc2c(Cl)cccc2Cl)c1,1%,-17%,-6%
COC(=O)c1ccc2c(=O)n(CC3CCCO3)c(SCC(=O)Nc3ccccc3OC)nc2c1 (centres undefined),?,-25%,3%
COC(=O)c1nc2ccc(C)cn2c1F,-8%,11%,1%
O=C(CCN1C(=O)/C(=C/c2cccc(Br)c2)SC1=S)Nc1cccnc1,?,?,3%
COc1ccc(CCC(C)NCc2ccc(F)cc2)cc1 (centres undefined),?,-18%,-3%
Cc1ccc(NC(=O)C2(C)CCN2CCc2ccccc2)cc1 (centres undefined),?,?,.
CCOC(=O)c1csc(-n2nc(C)cc2C(F)(F)F)n1,-7%,1%,1%
O=C(COc1ncnc2sccc12)NC1CCCCC1,-2%,2%,-10%[0.505 µM]
COc1cccc(OCCCn2ccnc2)c1,10%,13%,3%
COc1ccccc1CN1C[C@@H]2C[C@@H](c3ccc(C)cc3)N3CCC[C@@]23C1=O,?,-23%,0%
CCOC(=O)C1=C(COC(=O)/C=C/c2ccc(OC)c(OC)c2)NC(=O)NC1C (centres undefined),?,-27%,0%
O=S(=O)(Nc1cccc(S(=O)(=O)N2CCCCC2)c1)c1ccc(Cl)s1,-24%,-9%,4%

# Record cards (already shown). Values in the order: TDP1 cell noCPT	TDP1 cell CPT	TDP1 block
# COc1ccc(-c2nc3ccc(C)cn3c2Cc2cccc(Cl)c2)cc1OC reads 18µM*	?	.
# O=C(CCN1C(=O)/C(=C/c2cccc(Br)c2)SC1=S)Nc1cccnc1 reads ?	?	3%
# N#Cc1cc2cc3c(cc2nc1N1CCCCC1)OCCO3 reads ?	?	4%
# Clc1ccc(Cc2noc(CN3CCN(c4ccccc4)CC3)n2)c(Cl)c1 reads -26%	?	7%
# CCC(CC)NC(=O)CSc1ccc(S(=O)(=O)N2CCOCC2)cn1 reads 9%	-8%	1%

# Further structures.
SMILES,TDP1 cell noCPT,TDP1 cell CPT,TDP1 block
COc1ccccc1N1CCN(S(=O)(=O)c2ccc(F)cc2)CC1,-7%,-15%,-5%
CC(C)c1ccc(NC(=O)Nc2nc(C(N)COCc3ccccc3)cs2)cc1 (centres undefined),15µM*,16µM*,.
Cc1[nH]c2ccccc2c1/C=N\NC(=O)Cn1nnc(-c2ccccc2)n1,?,-16%,2%
Cc1ccc(C(=O)Nc2ccccc2N2CCCC2)cc1S(=O)(=O)N1CCOCC1,?,?,7%
O=C(c1ccc(Br)o1)N1CCN(c2ccccc2F)CC1,?,7%,3%
CCC(C)NS(=O)(=O)c1ccc(NC(=O)c2cccs2)cc1 (centres undefined),-14%,?,-2%
Cc1nn(CCC(N)=S)c2nc(-c3cccs3)cc(C(F)(F)F)c12,?,?,3%
O=C(CSc1n[nH]c(-c2ccccc2)n1)N1CCN(c2ccccc2F)CC1,?,?,5%
COc1cc(OC)cc(N(C(=O)CNC(=O)c2cccs2)C(C(=O)NCC2CCCO2)c2ccccc2)c1 (centres undefined),?,-8%,4%[0.0935 µM]
COc1cc2c(cc1O)C(Cc1ccc(O)cc1)[N+](C)([O-])CC2 (centres undefined),-4%,-19%,4%
COc1ccc(C2NC(=O)N(C)C3=C2C(=O)N(c2cccc(C(=O)O)c2)C3)cc1 (centres undefined),-5%,-13%,6%
